HT1080 viability = cytotoxicity in HT1080 fibrosarcoma cells, cell-based, fluorescence readout (AID 620); 87,000 compounds, 0.42% hits; HT1080 viability, fluorescence; higher % means a stronger effect; cytotoxicity, % at 10 µM; hits with a dose series show EC50 in µM;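 further: cells exposed to compound overnight then 4 h with Alamar Blue; 0% = vehicle DMSO and 100% = killing control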
MK inhibit = blocks S. pneumoniae mevalonate kinase; purified MK, PK/LDH-coupled NADH absorbance 340 nm; inhibition, % at 10 µM; 65,000 compounds, 0.48% hits;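 active means ranked among the strongest by inhibition in the single 10 µM screen, a fixed top-ranked set picked for dose follow-up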; further: no value below 0 was filed
Bfl-1 displacement = Bfl-1 inhibitors, primary screen, biochemical, fluorescence polarization, FITC-Bid, mouse (AID 432); FITC-Bid BH3 peptide fluorescence polarization displacement; higher % means a stronger effect; displacement, % at 20 µM; hits with a dose series show IC50 in µM; 64,000 compounds, 0.02% hits; in the data active means a potency from the dose series; inactive means the rest, 99 in 100 with displacement below about 15%; further: strong numbers were not always called active
HPDE-C7 cytotoxicity = HPDE-C7 pancreatic duct cell viability loss – fluorescence, HTS (AID 430); HPDE-C7 pancreatic duct cells viability, fluorescence; higher % means a stronger effect; one-dose cytotoxicity, % at 10 µM; EC50 in µM for titrated hits; 63,000 compounds, 1.8% hits;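 further: cells exposed to compound for 48 hours before viability readout; 0% = vehicle and 100% = reference cytotoxic drug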
HPDE-C7K KRASV12 = viability loss of HPDE-C7K cells – cell-based, fluorescence, HTS, primary screen (AID 431) | 63,000 compounds, 1.7% hits | HPDE-C7K KRASV12 cells, Alamar Blue viability, 48 h; higher % means a stronger effect | one-dose cytotoxicity, % at 10 µM; EC50 in µM for titrated hits;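 active means compounds whose percent cytotoxicity in the single-dose primary screen, scaled between solvent and toxic-drug controls, exceeds 50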;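 further: 0% = DMSO solvent wells and 100% = doxorubicin-treated wells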
PMK inhibit = blocks S. pneumoniae phosphomevalonate kinase; inhibition, % at 10 µM; 65,000 compounds, 0.49% hits; purified PMK, PK/LDH-coupled NADH absorbance 340 nm;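 active means top-ranked compounds by inhibition in the single 10 µM screen, taking a fixed number of the strongest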;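 further: 0% = full reaction with DMSO carrier and 100% = background rate without enzyme reaction; no value below 0 was filed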
DPM-DC inhibit = blocks S. pneumoniae diphosphomevalonate decarboxylase | 65,000 compounds, 0.49% hits | purified DPM-DC, PK/LDH coupled NADH fluorescence | AID 556 | calls only at 10 µM;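 active means the 320 compounds with the highest percent inhibition in the single-dose primary screen, excluding strongly autofluorescent ones, cut at about 32% in these data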;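 further: kinetic rate of NADH fluorescence loss reporting ADP formed by the decarboxylase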
Alkaline phosphatase = human TNAP enzyme inhibitors, biochemical, luminescent (AID 518) | 64,000 compounds, 0.09% hits | purified TNAP enzyme, luminescent substrate readout; higher % means a stronger effect | inhibition, % at 20 µM, or IC50 in µM where a hit was titrated; in the data active means a potency from the dose series; inactive means the rest, 99 in 100 with inhibition below about 22%;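 further: plate controls were vehicle for no effect and reference inhibitor for full effect; many of its hits are not listed in these tables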
LYP phosphatase = LYP phosphatase inhibitors, primary screen, biochemical, DiFMUP fluorescence, recombinant catalytic domain, 10 µM (AID 606); 52,000 tested, under 10 active; recombinant LYP catalytic domain, DiFMUP fluorescence; higher % means a stronger effect; inhibition, % at 10 µM, or IC50 in µM where a hit was titrated;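 active means IC50 under 40 µM in the dose-response test; inactive means IC50 of 40 µM or more, or never dose-tested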
PMK inhibit pilot replicates = recorded beside PMK inhibit, whose call it bears; inhibition, %; measured here: pilot screen replicates
MK inhibit pilot replicates = also measured in MK inhibit; calls as there; inhibition, %; measured here: pilot screen replicates
DPM-DC inhibit pilot screen % = also measured in DPM-DC inhibit; calls as there; inhibition, %; measured here: pilot screen trials
Numbers without * were called inactive; i = inactive; nt = no result given. Unless noted, no stated cut-off is given here; in the data, active means cytotoxicity above about 50%; inactive means the rest.

SMILES	HT1080 viability	MK inhibit	Bfl-1 displacement	HPDE-C7 cytotoxicity	HPDE-C7K KRASV12	PMK inhibit	DPM-DC inhibit	Alkaline phosphatase	LYP phosphatase	others
O=S(=O)(c1ccc2c(c1)OCO2)N1CCN(c2nnnn2-c2ccccc2)CC1	0%	0	-3%	-7%	-14%	20	i	1%	12%
C=CCNS(=O)(=O)c1cccc2cc(C(=O)O)c(O)cc12	5%	4	-7%	-4%	-2%	11	i	10%	nt
Cc1ccc(C)c(NC(=O)C2CC=CCC2C(=O)O)c1 (stereo not drawn)	-2%	6	-7%	0%	-9%	6	i	2%	6%
O=C(Nc1ccccc1)c1ccc(S(=O)(=O)N2CCCC2)cc1	1%	5	-2%	-23%	-22%	19	i	14%	13%
COc1cccc(CNC(=O)C2CCN(S(=O)(=O)N3CC(C)CC(C)C3)CC2)c1 (stereo not drawn)	7%	0	5%	-4%	-4%	24	i	8%	3%
O=C(c1ccccc1-c1nc(-c2ccccc2)no1)N1CCCC1	-1%	9	2%	-10%	-15%	11	i	3%	5%	PMK inhibit pilot replicates=0.0;MK inhibit pilot replicates=1.0;DPM-DC inhibit pilot screen %=1.0
Cc1ccccc1S(=O)(=O)NC1OC(=O)C(Cl)=C1Cl (stereo not drawn)	-7%	0	10%	-4%	4%	19	i	11%	-1%
COc1ccccc1NC(=O)C1=C(C)Nc2nnnn2C1c1cc(Br)ccc1OC (stereo not drawn)	19%	6	-12%	12%	10%	6	i	1%	nt
COc1ccc(CCNC(=O)C2CCN(S(=O)(=O)c3c(C)noc3C)CC2)cc1OC	nt	0	0%	-28%	-17%	11	i	-2%	4%
Cc1csc(NC(=O)CCn2c(=O)oc3ccccc32)n1	8%	0	2%	15%	13%	14	i	11%	-14%	PMK inhibit pilot replicates=1.0;MK inhibit pilot replicates=0.0;DPM-DC inhibit pilot screen %=0.0
CCC(NC(=O)Nn1cnnc1)(C(F)(F)F)C(F)(F)F	-10%	3	-6%	-17%	-11%	5	i	10%	7%
Nc1ncnc2nc(SCCc3ccccc3)[nH]c12	-5%	0	-2%	-9%	-3%	0	i	18%	2%
COc1cccc(NC(=O)c2oc3ccccc3c2NC(C)=O)c1	0%	7	2%	-14%	-9%	13	i	12%	nt
O=C(NCc1ccc2c(c1)OCO2)C1CCN(S(=O)(=O)c2cccs2)CC1	-5%	1	-5%	-7%	-7%	6	i	6%	3%
COC(=O)CN(c1ccc(OC)cc1)S(=O)(=O)c1ccc(OC)c(OC)c1	0%	3	2%	3%	3%	11	i	2%	nt	PMK inhibit pilot replicates=6.5;MK inhibit pilot replicates=2.0;DPM-DC inhibit pilot screen %=3.5
Cc1oc(-c2ccccc2)nc1C(=O)Nc1nccs1	4%	8	-11%	2%	10%	18	i	9%	nt
CN(c1ccc(C(=O)N2CCN(c3ccc(F)cc3)CC2)cc1)S(C)(=O)=O	4%	0	-2%	-6%	-2%	3	i	13%	-1%
O=C(CS(=O)(=O)Cc1ccccc1)N1CCN(Cc2ccc3c(c2)OCO3)CC1	11%	5	-6%	6%	16%	10	i	3%	0%
Cc1oc(-c2ccccc2Cl)nc1CSCC(=O)NC1CC1	-3%	5	nt	nt	nt	11	i	nt	nt
Cc1cc(Nc2ccc(F)cc2F)n2ncnc2n1	-3%	6	-5%	-16%	-5%	0	i	6%	14%
CC1(C)Cc2c(C#N)c(SCCC#N)nc(N3CCOCC3)c2CS1	7%	0	-4%	-4%	4%	4	i	14%	7%	PMK inhibit pilot replicates=0.5;MK inhibit pilot replicates=0.0;DPM-DC inhibit pilot screen %=2.0
O=C(CN1CCN(CC(=O)Nc2ccccc2Cl)CC1)Nc1ccc2c(c1)OCCO2	10%	0	-2%	-14%	2%	11	i	3%	0%
Cc1cccc(NC(=O)C2CCN(S(=O)(=O)c3cccc4nsnc34)CC2)n1	8%	4	7%	-2%	0%	19	i	11%	2%
O=C(COc1ccc(Cl)cc1Cl)Nc1nc2n(n1)C(c1ccccc1)CC(=O)N2 (stereo not drawn)	-1%	11	0%	-16%	-29%	10	i	-2%	2%
COc1ccc(-n2c(=O)c3c4c(sc3n3c(C)nnc23)CCCC4)cc1	-2%	0	1%	1%	-4%	10	i	7%	6%	PMK inhibit pilot replicates=3.5;MK inhibit pilot replicates=3.5;DPM-DC inhibit pilot screen %=0.0
SMILES	HT1080 viability	MK inhibit	Bfl-1 displacement	HPDE-C7 cytotoxicity	HPDE-C7K KRASV12	PMK inhibit	DPM-DC inhibit	Alkaline phosphatase	LYP phosphatase	others
CCOCCn1c(CN2CCC(C)CC2)nc2c1c(=O)n(C)c(=O)n2C	3%	4	0%	-5%	3%	0	i	4%	nt
CC(=O)c1c(C)n([O-])c2cc(C)ccc2[n+]1=O	0%	11	-9%	nt	nt	0	i	9%	3%
CCOc1ccc(-n2c(SCC(=O)NC(C)CC)nc3n[nH]c(C)c3c2=N)cc1 (stereo not drawn)	12%	0	6%	8%	5%	15	i	-3%	nt
O=C(c1ccco1)N1CCN(C2=NS(=O)(=O)c3ccccc32)CC1	4%	5	0%	0%	4%	10	i	12%	7%	PMK inhibit pilot replicates=1.5;MK inhibit pilot replicates=2.0;DPM-DC inhibit pilot screen %=0.0
C#CCOC(=O)CCC(=O)Nc1cc(OC)nc(OC)n1	3%	7	-6%	-11%	-8%	6	i	8%	-8%
CSC1=C(C#N)C(c2ccc(C)s2)CC(=O)N1 (stereo not drawn)	8%	7	-2%	-8%	-9%	1	i	3%	8%
Cc1ccc(S(=O)(=O)c2nc(NCCCn3ccnc3)sc2Cl)cc1	-3%	8	-1%	1%	2%	10	i	6%	-1%
CCOC(=O)C1CCN(S(=O)(=O)c2cccc(-c3cn4cccnc4n3)c2)CC1	14%	9	4%	23%	27%	0	nt	11%	9%
CC(C)COCC1CC2(CC(C)(c3csc(N)n3)OC2=O)C(=O)O1 (stereo not drawn)	-2%	0	0%	-8%	0%	1	i	0%	nt
COc1ccc(NC(=O)CCC2COc3ccccc3O2)c(OC)c1 (stereo not drawn)	0%	3	-3%	-2%	-2%	0	i	8%	18%
CC1(C)CC(=O)C(C=NCCCN2CCCC2=O)=C(O)C1	4%	2	-5%	3%	4%	0	i	13%	-3%
COc1ccccc1C(=O)n1nc(-c2ccccc2)nc1NCc1ccco1	-2%	4	-1%	-4%	-12%	7	i	19%	12%
COc1ccc(Cn2c(=O)sc3ccccc32)cc1	-5%	4	5%	5%	7%	9	i	12%	-5%
CCCC(C(=O)NC1CCCC1)N(Cc1cccs1)C(=O)c1snc(C(N)=O)c1N (stereo not drawn)	-13%	17	-1%	5%	7%	6	i	0%	7%
CCOC(=O)N1CCN(C(=O)c2cccc(-n3c(=S)[nH]c4cc(Cl)ccc4c3=O)c2)CC1	-1%	7	0%	-7%	5%	14	i	14%	nt
COc1ccc(NC(=O)Nc2cc(C)ccc2OC(F)F)c(OC)c1	1%	1	-5%	-4%	-4%	5	i	14%	4%
COc1ccc(C2C(C(=O)N3CCN(c4ccccn4)CC3)CC(=O)N2c2ccc(OC)cc2)cc1 (stereo not drawn)	3%	4	6%	12%	9%	0	i	6%	6%
O=C(c1ccccc1C(=O)N1CCN(c2ccccc2F)CC1)N1CCN(c2ccccc2F)CC1	-3%	6	1%	4%	4%	13	i	4%	-17%
O=C(NC(NC1CCS(=O)(=O)C1)C(=O)c1ccccc1)c1ccc(Cl)cc1 (stereo not drawn)	0%	nt	-6%	-6%	6%	3	i	7%	1%
S=C(c1ccc2c(c1)OCO2)N1CCCC1	6%	12	-8%	-14%	-24%	4	i	-2%	0%
O=C1C2C3C=CC(CO)(O3)C2C(=O)N1c1ccccc1-c1ccccc1 (stereo not drawn)	0%	16	2%	-5%	9%	5	i	-1%	6%
COCCn1nnnc1C(C(C)C)N(Cc1cccnc1)Cc1ccccc1Cl (stereo not drawn)	-4%	4	1%	-36%	-9%	15	i	-3%	4%	PMK inhibit pilot replicates=1.0;MK inhibit pilot replicates=0.5;DPM-DC inhibit pilot screen %=4.0
CCn1c(SCC(=O)Nc2nc(-c3ccccc3)cs2)nnc1-c1ccccc1O	nt	9	3%	46%	56%*	12	i	2%	4%
COc1cccc(C2NC(=O)c3ccccc3O2)c1OC (stereo not drawn)	4%	5	-4%	0%	0%	14	i	3%	nt
CCn1c2ccccc2c2cc(N)ccc21	-1%	8	-10%	16%	23%	14	nt	13%	3%	PMK inhibit pilot replicates=1.5;MK inhibit pilot replicates=0.0
CCn1c(Cc2ccccc2)nnc1SCC(=O)Nc1ccc(S(N)(=O)=O)cc1	4%	3	2%	-3%	-9%	0	i	14%	9%
CCN(C(=O)c1ccco1)c1nc(CC(=O)Nc2ccc(Cl)cc2)cs1	12%	0	-12%	0%	-7%	0	i	13%	nt

12 successive entries out of the list so far:
SMILES	HT1080 viability	MK inhibit	Bfl-1 displacement	HPDE-C7 cytotoxicity	HPDE-C7K KRASV12	PMK inhibit	DPM-DC inhibit	Alkaline phosphatase	LYP phosphatase	others
O=S(=O)(c1ccc2c(c1)OCO2)N1CCN(c2nnnn2-c2ccccc2)CC1	0%	0	-3%	-7%	-14%	20	i	1%	12%
C=CCNS(=O)(=O)c1cccc2cc(C(=O)O)c(O)cc12	5%	4	-7%	-4%	-2%	11	i	10%	nt
Cc1ccc(C)c(NC(=O)C2CC=CCC2C(=O)O)c1 (stereo not drawn)	-2%	6	-7%	0%	-9%	6	i	2%	6%
O=C(Nc1ccccc1)c1ccc(S(=O)(=O)N2CCCC2)cc1	1%	5	-2%	-23%	-22%	19	i	14%	13%
COc1cccc(CNC(=O)C2CCN(S(=O)(=O)N3CC(C)CC(C)C3)CC2)c1 (stereo not drawn)	7%	0	5%	-4%	-4%	24	i	8%	3%
O=C(c1ccccc1-c1nc(-c2ccccc2)no1)N1CCCC1	-1%	9	2%	-10%	-15%	11	i	3%	5%	PMK inhibit pilot replicates=0.0;MK inhibit pilot replicates=1.0;DPM-DC inhibit pilot screen %=1.0
Cc1ccccc1S(=O)(=O)NC1OC(=O)C(Cl)=C1Cl (stereo not drawn)	-7%	0	10%	-4%	4%	19	i	11%	-1%
COc1ccccc1NC(=O)C1=C(C)Nc2nnnn2C1c1cc(Br)ccc1OC (stereo not drawn)	19%	6	-12%	12%	10%	6	i	1%	nt
COc1ccc(CCNC(=O)C2CCN(S(=O)(=O)c3c(C)noc3C)CC2)cc1OC	nt	0	0%	-28%	-17%	11	i	-2%	4%
Cc1csc(NC(=O)CCn2c(=O)oc3ccccc32)n1	8%	0	2%	15%	13%	14	i	11%	-14%	PMK inhibit pilot replicates=1.0;MK inhibit pilot replicates=0.0;DPM-DC inhibit pilot screen %=0.0
CCC(NC(=O)Nn1cnnc1)(C(F)(F)F)C(F)(F)F	-10%	3	-6%	-17%	-11%	5	i	10%	7%
Nc1ncnc2nc(SCCc3ccccc3)[nH]c12	-5%	0	-2%	-9%	-3%	0	i	18%	2%

No new results follow: entries from further up.
SMILES	HT1080 viability	MK inhibit	Bfl-1 displacement	HPDE-C7 cytotoxicity	HPDE-C7K KRASV12	PMK inhibit	DPM-DC inhibit	Alkaline phosphatase	LYP phosphatase	others
CCOCCn1c(CN2CCC(C)CC2)nc2c1c(=O)n(C)c(=O)n2C	3%	4	0%	-5%	3%	0	i	4%	nt
CC(=O)c1c(C)n([O-])c2cc(C)ccc2[n+]1=O	0%	11	-9%	nt	nt	0	i	9%	3%

Source: PubChem
